Bioassay records as filed in PubChem BioAssay.
SW480 rerep – induces DNA re-replication in SW480 colon adenocarcinoma cells; SW480 DNA re-replication, Hoechst DNA content imaging, 48 h; Potency, µM (top dose mostly 46.1 µM), without a hit: at the top dose re-replication activation, most hits filed as activators; 1.8% of 340,000 active; AID 624297; also: % of control where 0% means no effect; nearly all actives have a fitted effect of over 55% in size
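Image-based read-out: total Hoechst fluorescence of nuclei (405 nm excitation, 500-530 nm emission), with hits raising the fraction of high-intensity nuclei. SW480 colon cells incubated 48 hr with compounds at 37 C.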
GLP-1R agonist – activates the human GLP-1 receptor; P43220; HEK293 GLP-1R CRE-luciferase, luminescence, 4-6 h; cells express a hypersensitive GLP-1R form; Potency, µM (titrated, usually from 45.6 µM), for the others: top-dose activation, actives largely listed as activators; 0.007% of 380,000 active; also: % of control where 0% means no effect
Target sequence (P43220 whole entry, looked up): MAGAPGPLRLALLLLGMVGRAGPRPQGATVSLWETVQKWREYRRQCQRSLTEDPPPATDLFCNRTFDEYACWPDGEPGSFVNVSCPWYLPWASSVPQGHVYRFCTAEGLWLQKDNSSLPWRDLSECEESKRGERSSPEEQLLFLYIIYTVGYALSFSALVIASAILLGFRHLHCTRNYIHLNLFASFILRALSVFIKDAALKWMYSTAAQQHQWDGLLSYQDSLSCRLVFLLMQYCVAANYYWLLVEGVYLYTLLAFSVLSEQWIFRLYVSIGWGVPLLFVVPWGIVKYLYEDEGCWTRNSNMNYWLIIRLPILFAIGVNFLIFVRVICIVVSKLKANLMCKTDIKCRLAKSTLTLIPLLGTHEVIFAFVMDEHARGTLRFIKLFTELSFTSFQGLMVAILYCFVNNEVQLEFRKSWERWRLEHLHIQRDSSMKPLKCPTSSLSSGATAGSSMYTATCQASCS
GLP-1R inv ag – inverse agonists of human GLP-1 receptor; P43220; HEK293 GLP-1R CRE-luciferase, luminescence, 24 h; GLP-1R form is constitutively active; Potency, µM (doses to about 38.3 µM), for inactives: at the top dose activity change, negative = inhibition, usual class: inhibitors; 1.6% of 410,000 active; AID 624417; also: % is scaled to controls: 0 for no effect and ±100 for the full control effect; nearly all actives have a fitted effect of over 55% in size
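Stable HEK293 clone (constitutively active GLP-1R + cAMP-response luciferase); 200 cells/uL plated, 12 h pre-culture, compound 24 hr, 37 deg C/5% CO2; detection reagent 12 min RT; luminescence.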
HT1080 IDH1KD tx – HT-1080 IDH1 knockdown cell toxicity (counter line) | 2% of 360,000 active | HT-1080 IDH1 knockdown viability, ATP luminescence, 48 h | Potency, µM (top dose mostly 46.1 µM), without a hit: top-dose activity, negative = toxicity, usual class: cytotoxic | AID 686971;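 also: 0% = DMSO wells and -100% = cell-free medium wells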
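Knockdown cells (IDH1KD HT-1080) received compounds 2 h after plating at 750 cells/well and were kept 48 h at 37 °C in 5% FBS RPMI. A CellTiter-Glo luminescence read gave % activity for curve fitting.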
GLP1R cytotox – cytotoxicity counter-screen for GLP-1 receptor inverse agonists; AID 624418; 0.13% of 410,000 active; HEK293 cAMP-luciferase reporter cells, luminescence, 24 h; Potency, µM (doses to about 38.3 µM), for inactives: at the highest dose activity change, negative = inhibition, most hits filed as inhibitors;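 also: loss of luciferase light is scored as toxicity; % is scaled to controls: 0 for no effect and ±100 for the full control effect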
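Compound-treated cells are incubated 24 hr at 37 deg C under 5% CO2 after a 12 hour attachment period, then luciferase detection reagent is added and luminescence is measured following 12 min at room temperature; lowered signal indicates toxicity.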
KB-3-1 cytotox – kills parental KB-3-1 adenocarcinoma cells | Potency, µM (highest dose often 46.1 µM), inactives show top-dose activity change, negative = cytotoxic, hits mostly cytotoxic | AID 1347075 | KB-3-1 viability, CellTiter-Glo ATP luminescence, 72 h | 1.4% of 400,000 active; also: % is scaled to controls: 0 for no effect and ±100 for the full control effect; nearly all actives have a fitted effect of over 60% in size
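Parental KB-3-1 adenocarcinoma cells in phenol-red-free DMEM with 10% FBS were pin-treated with compounds at several concentrations, incubated 72 h at 37 °C, and viability read by CellTiter-Glo luminescence; concentration-effect curves were fitted after normalization.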
KB-V1 cytotox – KB-V1 MDR subline cytotoxicity; AID 1347076; 3.4% of 400,000 active; Potency, µM (doses to about 46.1 µM), without a hit: top-dose activity change, negative = cytotoxicity, most hits filed as cytotoxic; KB-V1 MDR cells viability, CellTiter-Glo, 72 h; also: % is scaled to controls: 0 for no effect and ±100 for the full control effect; nearly all actives have a fitted effect of over 60% in size
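KB-V1 cells (P-gp-expressing MDR subline of KB-3-1) in phenol-red-free DMEM with 10% FBS were exposed to library compounds over a concentration series for 72 h at 37 degrees C. Viability read by CellTiter-Glo luminescence; concentration-effect curves fitted after normalization.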
TDP-43 yeast inh – rescues yeast growth from TDP-43 toxicity | Potency, µM (highest dose often 46.1 µM), for inactives: at the top dose growth rescue (activation), hits mostly activators | AID 652104 | 1.8% of 410,000 active | TDP-43 expressing yeast growth rescue, BacTiter-Glo, 24 h; also: % of control where 0% means no effect; nearly all actives have a fitted effect of over 50% in size
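Yeast expressing TDP-43 (pregrown in raffinose, seeded at OD600=0.02 in galactose medium) exposed to compounds 24 hr at 30 deg C. Growth read by BacTiter-Glo luminescence; rescue of toxicity appears as increased signal.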
HT1080-NT tox – kills 2HG-producing HT-1080-NT fibrosarcoma cells; HT-1080-NT fibrosarcoma viability, CellTiter-Glo ATP luminescence, 48 h; Potency, µM (doses to about 46.1 µM), for inactives: at the highest dose activity, negative = less viability, actives largely listed as cytotoxic; AID 686970; 1.6% of 360,000 active;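 also: NT is the 2HG producing partner of a matched IDH1 knockdown line; 0% = DMSO-treated cells and -100% = media-only wells without cells; nearly all actives have a fitted effect of over 55% in size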
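750 cells/well, RPMI + 5% FBS; 2 h settle, compound pin-transfer, 48 h at 37 degrees C. CellTiter-Glo 10 min RT, luminescence. Normalized to DMSO and media-only wells.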
* marks the source's active call; other numbers are inactive results; ? = inconclusive; nt = not tested or not shown; [ ] = dose if it differs, or a comment. Calls follow the shape of the dose curve; as a rule, active = well fitted curve in the direction sought with a large enough effect; inconclusive = small, poorly fitted or top-dose-only effect, or another doubt; inactive = no such curve, though single readings can be large; an effect the other way counts as inactive or inconclusive. Potency is read from the fitted curve at half-maximal effect.

SMILES	SW480 rerep	GLP-1R agonist	GLP-1R inv ag	HT1080 IDH1KD tx	GLP1R cytotox	KB-3-1 cytotox	KB-V1 cytotox	TDP-43 yeast inh	HT1080-NT tox
COc1ccc(N(CC(=O)N2CCC(C(N)=O)CC2)S(=O)(=O)c2ccccc2)cc1	-0.7%	1.9%	-4.2%	13.0%	-3.0%	-0.3%	20.6%	-12.7%	10.0%
CCOc1ccc(NC(=O)c2ccc(NC(=O)CSc3nc4ccccc4c(=O)[nH]3)cc2)cc1	?	4.3%	15.1%[0.307 µM]	-1.7%	-1.6%[0.307 µM]	1.4%	0.4%	-16.9%	?
CCOC(=O)C1(S(=O)(=O)c2ccccc2)CCN(Cc2ccc(Cl)cc2)CC1	5.6%	-3.9%	?	-14.8%	-17.3%	?	10.3µM*	0.0%	0.1%
CCN(C[C@H]1N[C@@](C)(C(=O)OC)[C@H]2C(=O)N(Cc3ccccc3)C(=O)[C@@H]12)S(=O)(=O)c1ccc(C)cc1	-11.0%	-3.8%	16.1%	6.3%	4.9%	4.7%	-1.0%	-0.6%	16.8%
O=C(C1=C(O)C(=O)N(CCOCCO)C1c1ccccn1)c1cccs1 (stereo not given)	-5.0%	5.1%	1.5%	13.5%	-12.2%	4.9%	?	-19.9%[1.82 µM]	16.8%
O=C(NCc1ccccc1Cl)c1cc([N+](=O)[O-])ccc1Cl	-55.1%[inhibitor]	-0.9%	4.4%	-7.0%	-3.7%	5.9%	1.7%	1.0%	-3.2%
CCNC(=O)NC(=O)C(C)OC(=O)C(C)(C)Oc1ccc(Cl)cc1 (stereo not given)	?	11.0%	?	23.9%	0.1%	-1.1%	26.6%	-20.8%[9.22 µM]	14.9%
COc1cc(NC(=O)c2ccc3c(c2)OCO3)ccc1NC(=O)c1cccs1	?	7.0%	-2.8%	-15.1%	-9.6%	18.7%	-15.2%	8.3%	-15.8%
O=C(NCCc1nc2ccccc2[nH]1)c1cccc(Br)c1	2.6%	14.6%	4.5%	6.9%	7.9%	21.3%	?	-2.6%	1.7%
Cc1cccc(N2CCN(C(=O)c3cc4n(n3)C(C(F)(F)F)CC(c3ccco3)N4)CC2)c1C (stereo not given)	20.3%	-18.3%	?	?	?	?	?	-10.2%	?

The list goes on, overlapping the part above by two compounds.
SMILES	SW480 rerep	GLP-1R agonist	GLP-1R inv ag	HT1080 IDH1KD tx	GLP1R cytotox	KB-3-1 cytotox	KB-V1 cytotox	TDP-43 yeast inh	HT1080-NT tox
O=C(NCCc1nc2ccccc2[nH]1)c1cccc(Br)c1	2.6%	14.6%	4.5%	6.9%	7.9%	21.3%	?	-2.6%	1.7%
Cc1cccc(N2CCN(C(=O)c3cc4n(n3)C(C(F)(F)F)CC(c3ccco3)N4)CC2)c1C (stereo not given)	20.3%	-18.3%	?	?	?	?	?	-10.2%	?
CS(=O)(=O)c1ccc(C(=O)OCC(=O)Nc2cccc(S(=O)(=O)N3CCCC3)c2)cc1	-132.4%[inhibitor]	10.2%	12.6%	3.9%	-10.8%	11.6%	12.8%	-0.6%	1.2%
CCC(NC(=O)CCC(=O)N1CCN(S(=O)(=O)c2ccc(C)cc2)CC1)c1ccc(C)cc1 (stereo not given)	-6.9%	-3.6%	-28.6%	-0.9%	2.6%	-8.5%	6.8%	27.0%	-4.3%
O=C(NNC(=O)c1ccccc1[N+](=O)[O-])c1cnccn1	0.9%	2.5%	0.0%	0.0%	-6.7%	1.6%	-15.7%	-7.4%	1.8%
N#CCCNC(=O)CCN1CCCCC1	0.2%	-9.7%	4.6%	11.5%	-6.7%	-0.7%	26.5%	14.5%	11.0%
CCN(CC)S(=O)(=O)c1ccc(S(=O)(=O)N2CCN(C(=O)c3ccco3)CC2)cc1	0.0%	8.5%	0.0%	18.2%	6.0%	-1.0%	-3.6%	-4.2%	5.0%
CCOc1ccc(CCNC(=O)c2cnccn2)cc1OCC	-0.6%	6.7%	47.3%[activator]	5.3%	3.8%	-9.2%	-18.9%	10.4%	1.0%
CCOCCCNC(=O)CN1C(=O)C(CC)Oc2ccccc21 (stereo not given)	-5.7%	-0.7%	-8.3%	-1.4%	2.1%	0.1%	-0.9%	-10.8%	5.3%
O=C(COC(=O)c1ccccc1C(=O)c1ccc(Cl)cc1)NC(c1ccccc1)c1ccccc1	2.1%	-3.8%	5.7%	-0.7%	11.3%	-0.6%	-24.8%	5.5%	-0.3%
CCN(CC)S(=O)(=O)c1ccc(C(=O)Nc2cc3oc4ccccc4c3cc2OC)cc1	-4.2%	0.3%	12.6%	-1.6%	15.2%	-0.5%	4.1%	-9.7%	-0.1%
C[C@]12CC[C@@H]3c4ccc(O)cc4CC[C@H]3[C@@H]1C[C@@H](O)[C@@H]2O	11.6%	5.9%	2.8%	-12.8%	0.5%	0.0%	?	0.0%	7.0%
Cc1ncc(CSc2ccc(Cl)cc2)c(CO)c1O	-2.2%	7.3%	-4.7%	12.3%	-2.1%	-6.8%	17.3%	-2.7%	9.5%
O=C(OCn1nnc2ccccc2c1=O)c1ccc(O)cc1	-1.7%	11.3%	27.2%	-7.2%	-1.1%	-1.8%	?	22.2%[9.22 µM]	-6.3%
CCOc1cc(C(=O)Nc2cc3c(cc2N2CCCC2)n(C)c(=O)c(=O)n3C)cc(OCC)c1OCC	nt	0.8%	14.5%	nt	-0.7%	11.8%	?	2.7%	nt
COc1ccc2[nH]c(=O)c(CN(Cc3ccc(C)cc3)Cc3nnnn3CC3CCCO3)cc2c1 (stereo not given)	0.5%	18.8%	30.5%[activator]	-13.3%	0.4%	3.6%	-1.4%	0.4%	-5.2%
CCOC(=O)C1=C(CN2CCN(c3cccc(Cl)c3)CC2)NC(=O)NC1c1ccc(Cl)cc1 (stereo not given)	nt	0.5%	4.2%	nt	1.6%	-13.5%	10.1%	6.1%	nt
CCc1ccc(S(=O)(=O)c2nnn3c2nc(NCc2cccc(OC)c2)c2cc(Cl)ccc23)cc1	nt	nt	5.7%	nt	0.1%	-4.3%	-4.0%	26.3%	nt
Cc1ccc(NC(=O)C(C)N2CCCc3ccccc32)cc1S(=O)(=O)N1CCOCC1 (stereo not given)	nt	-0.8%	?	-4.8%	0.9%	-1.1%	-9.5%	2.4%	-1.2%
O=C(NCCOc1ccccc1-c1ccccc1)c1ccco1	-4.5%	1.6%	-24.3%	-7.4%	0.8%	-0.1%	-21.8%	0.4%	13.6%
CC1=C(C(=O)Nc2cccnc2)C(c2ccccn2)n2nnnc2N1 (stereo not given)	-12.6%	-13.2%	5.7%	-0.1%	2.0%	-6.4%	8.0%	8.1%	-1.9%
CCOC(=O)N1CCN(Cc2nc(-c3ccc(C)cc3)no2)CC1	1.5%[9.22 µM]	-6.0%	?	-5.5%	-12.0%	4.6%	0.0%	19.9%	-1.9%

An excerpt from above in order of their number in GLP-1R agonist, highest first.
molecule | GLP-1R agonist
CCNC(=O)NC(=O)C(C)OC(=O)C(C)(C)Oc1ccc(Cl)cc1 (stereo not given) | 11.0%
O=C(NNC(=O)c1ccccc1[N+](=O)[O-])c1cnccn1 | 2.5%
Cc1cccc(N2CCN(C(=O)c3cc4n(n3)C(C(F)(F)F)CC(c3ccco3)N4)CC2)c1C (stereo not given) | -18.3%

New compounds follow.
SMILES	SW480 rerep	GLP-1R agonist	GLP-1R inv ag	HT1080 IDH1KD tx	GLP1R cytotox	KB-3-1 cytotox	KB-V1 cytotox	TDP-43 yeast inh	HT1080-NT tox
CCOc1ccccc1N(CC(=O)NC1CCCC1)C(=O)CNC(=O)c1cccs1	-1.7%	-0.3%	-15.6%	10.1%	-0.1%	0.4%	-23.4%	18.4%	-0.6%
Cc1ccc(NC(=O)CNC(=O)c2ccco2)c(Cl)c1	-7.5%	-0.2%	17.0%	5.4%	-23.7%	3.9%	10.4%	20.8%	1.9%
CCOC(=O)/C=C/C(=O)OCC(=O)N1CCN(C(=O)c2ccco2)CC1	9.5%	-15.6%	13.6%	-7.2%	-2.1%	?	15.9%	-4.3%	-10.7%
CC(=O)c1ccc(N2C(=O)N(Cc3ccccc3C#N)c3ccccc3S2(=O)=O)cc1	nt	4.9%	11.6%	nt	-4.9%	-8.4%	-24.9%	23.8%	nt
COc1ccc(C(=O)Nc2ccc(N3CCN(C(=O)c4ccccc4)CC3)cc2)cc1[N+](=O)[O-]	-12.2%	12.0%	?	-15.8%	-9.3%	-0.8%	?	19.7%[9.22 µM]	-7.9%
CC(=O)c1ccc(NC(=S)NCCCn2ccnc2)cc1	-2.0%	-0.6%	-0.3%[7.66 µM]	19.8%	9.2%[7.66 µM]	?	0.5%	-8.7%	2.9%
O=C(NCCN1CCN(c2ccccc2)CC1)c1cccn2c(=O)c3cc(Cl)ccc3nc12	-1.4%	-7.6%	0.0%	-3.9%	5.5%	16.7%	-14.3%	-10.2%	13.0%
Cc1onc(-c2ccccc2)c1C(=O)Nc1ccc(C(=O)N2CCCCC2)cc1	?	-0.3%	-22.9%	0.4%	3.6%	13.6%	3.5%	6.8%	0.2%
Nn1c(SCC(=O)N2CCCC2)nnc1C1CCCCC1	nt	-4.7%	4.3%	-6.9%	1.7%	-1.5%	-11.7%	-7.3%	-1.0%
O=C1NC[C@@H](Cc2ccc(O)cc2)N(CCc2cc(C(F)(F)F)cc(C(F)(F)F)c2)C1=O	nt	-0.6%	-23.5%	-1.3%	-21.0%	-0.9%	-8.1%	5.8%	10.0%
CC(C)C(NS(=O)(=O)c1ccc2c(c1)oc(=O)n2C)C(=O)NCCc1ccc(Cl)cc1 (stereo not given)	nt	nt	8.0%	nt	-12.8%	4.3%	2.8%	10.7%	nt
Cc1cc(NC(=O)c2cc3ccccc3o2)no1	-5.0%	6.4%	10.3%	2.6%	-2.5%	7.7%	7.1%	-23.5%	11.6%
COc1ccc(N2C(=O)CNC2=S)cc1	0.3%	-18.5%	5.1%	10.2%	-4.5%	16.2%	-1.5%	12.0%	2.9%
CC(C)(C)C1CCc2nc(NC(=O)c3cccc(Cl)c3)sc2C1 (stereo not given)	nt	nt	?	nt	-14.1%	-1.6%	-22.1%	10.4%	nt
